# Screening data from PubChem BioAssay.
# 14-3-3g Raf – 14-3-3 gamma protein interaction modulation | P61981 | FP, 14-3-3gamma / TMR-pS259-Raf peptide binding | inhibition, % at 40 µM | 160,000 tested, 0.19% active | AID 422; in the data active = inhibition above about 30%;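 note: 0% = protein plus tracer without compound and 100% = blank with tracer alone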
# Target sequence (P61981 whole entry, looked up): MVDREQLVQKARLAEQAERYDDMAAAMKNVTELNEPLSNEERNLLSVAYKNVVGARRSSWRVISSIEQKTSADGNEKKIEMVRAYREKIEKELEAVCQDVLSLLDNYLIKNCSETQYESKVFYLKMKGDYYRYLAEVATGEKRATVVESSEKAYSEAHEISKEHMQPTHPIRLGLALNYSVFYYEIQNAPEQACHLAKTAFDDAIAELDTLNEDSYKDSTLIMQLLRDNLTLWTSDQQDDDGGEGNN
# The depositor's hits bear a star; & = joins results of further samples. This is a subset; the hit share may differ from the screen's.
14-3-3g Raf	Molecule
3	COc1ccc(C2C(=O)N(C3CCCCCC3)CC(=O)N2Cc2ccc(C)cc2)cc1OC (configuration not stated)
-11	CCCN1C(=O)SC(CC(=O)Nc2ccccc2C)C1=O (configuration not stated)
-7	O=C(CN1C(=O)c2cccc([N+](=O)[O-])c2C1=O)NCc1ccccc1
-2	CSCCOC(=O)C1=C(C)NC(=O)NC1c1cccc(F)c1 (configuration not stated)
2	Cc1ccc(N2C(=O)CSC2c2ccccn2)cc1F (configuration not stated)
3	COC(=O)C1=C(C)NC(=O)NC1c1ccc2c(c1)OCO2 (configuration not stated)
7	CCOc1ccc(-n2c(=O)c3c(C)c(C(=O)N(C)C)sc3n(CC(=O)C(C)(C)C)c2=O)cc1
-12	COc1cc(C=Nc2ccc3c(c2)OCCOCCOCCOCCO3)cc(I)c1O
-5	Cc1[nH]c2ccccc2c1C(Nc1nc2c(s1)CCCC2)c1ccccn1 (configuration not stated)
-4	O=C(CN1C(=O)c2ccccc2S1(=O)=O)N1CCc2ccccc21
-7	Cc1cccc2cc(CN(CCCO)C(=O)Nc3cccc(Cl)c3)c(=O)[nH]c12
-4	COc1nc(SC)nc(Cl)c1Cc1ccc(OC(C)C)cc1
-23	O=C(CN1c2cccc3cccc(c23)S1(=O)=O)Nc1ccccc1F
-20	Cc1ccc(NC(=O)CSC2=NN3CCCC(=O)N=C3S2)cc1Cl
-5	COC(=O)c1ccc2c(c1)NC(=O)C(N(C)C1CCCCC1)S2 (configuration not stated)
2	COC(=O)C1=C(C)Nc2nnnn2C1c1ccc(OC)cc1OC (configuration not stated)
19	CCCCn1c(NCc2ccccc2)nc2c1c(=O)[nH]c(=O)n2C
-3&-8	CS(=O)(=O)N(Cc1ccccc1)c1ccccn1
-4	COc1cc(OC)cc(C(=O)N2CC(=O)Nc3ccc(C)cc3C2c2ccc(F)cc2)c1 (configuration not stated)
-3	COc1ccc(CC(=O)Nc2nc3n(n2)C(c2ccccc2)CC(=O)N3)cc1OC (configuration not stated)
-4	C=CCc1cccc(CNc2nc3ccccc3n2CCC)c1O
-60	CC(C)c1ccc(NC(=O)C2CCCN(S(=O)(=O)c3cccc4nonc34)C2)cc1 (configuration not stated)
-1	CCOc1ccccc1C1C2=C(CC(C)(C)CC2=O)Nc2nc3ccccc3n21 (configuration not stated)
-5	O=C1COc2ccc3ccccc3c2CN1
-5	CCOC(=O)C1=C(C)NC2=C(C(=O)C(C(=O)OC)C(C)C2)C1c1ccc(OC)c(O)c1 (configuration not stated)
4	Nc1ccc(C(=O)NCc2ccco2)cc1[N+](=O)[O-]
-14	CC(C)CCNS(=O)(=O)c1ccc2c(c1)C(=O)C(=O)N2
-16	O=C(c1ccccc1-c1nc(-c2ccc(F)cc2)no1)N1CCCC1
-15	CCCS(=O)(=O)N1CCCC(C(=O)NCCCN(C)Cc2ccccc2)C1 (configuration not stated)
-12	O=C(CCc1nc2ccccc2[nH]c1=O)OCC(=O)N1CCc2ccccc21
2	COCCCNC(=O)C(=O)Nc1ccccc1
-6	O=C(O)CCC(NC(=O)OCc1ccccc1)C(=O)O (configuration not stated)
-2	O=C1c2ccccc2C(=O)c2c1oc1c3c(ccc21)OCN(CCCn1ccnc1)C3
-17	COc1ccc(-c2nc3cc(N=CC=Cc4cccc(Br)c4)ccc3o2)cc1
-3	Cc1cc(OCC(=O)Nc2ccncc2)ccc1Br
-3	Fc1ccc(N2CCN(C(c3cccs3)c3nnnn3C3CCCC3)CC2)cc1 (configuration not stated)
-5	Cc1nc(SCC(=O)Nc2ccc(C)c(F)c2)c2oc3ccccc3c2n1
-2&1	Cc1noc(C)c1S(=O)(=O)N1CCC(C(=O)N2CCN(c3ccc(Cl)cc3)CC2)CC1
5	COc1ccccc1NC1=C(Cl)C(=O)N(c2cccc(C(F)(F)F)c2)C1=O
7	CC(=O)C1=C(O)C(=O)N(Cc2cccnc2)C1c1ccc([N+](=O)[O-])cc1 (configuration not stated)
3	CCC(=O)N1c2ccccc2-c2nnc(SC)nc2OC1c1ccccc1C (configuration not stated)
-3	Cc1sc2ncn(CC(=O)NCc3cccnc3)c(=O)c2c1S(=O)(=O)N1CCC(C)CC1
10	O=C(NCc1cccnc1)/C(=N\O)c1ccccc1
0	CCc1ccccc1NS(=O)(=O)c1ccc2[nH]c(=O)sc2c1
-12	Cc1cc(C)c2[nH]c(C)c(CN(C)C)c(=O)c2c1
-7	O=C(Nc1ccc(F)cc1)N1CCN(c2nc3ccccc3s2)CC1
0	O=C(CSc1nc(-c2ccccc2)cn1-c1ccccc1)Nc1ccccc1
-30	Cc1ccc(NC(=O)Cn2cnc3sc(C(=O)N4CCC(Cc5ccccc5)CC4)c(C)c3c2=O)cc1Cl
-9	CCOC(=O)CN1C(=O)C(C)(C)Oc2ccc(C(=O)NC(C)(C)CC)cc21
6	O=C(Cn1cnc2sc3c(c2c1=O)CCCC3)c1ccccc1

# Looked up by compound from the list above, 2 records:
14-3-3g Raf	Molecule
0	CCc1ccccc1NS(=O)(=O)c1ccc2[nH]c(=O)sc2c1
3	CCC(=O)N1c2ccccc2-c2nnc(SC)nc2OC1c1ccccc1C (configuration not stated)

# Continued:
14-3-3g Raf	Molecule
-3	CC(C)OC(=O)CSc1nnc(-c2cnccn2)n1-c1ccc(Cl)cc1
-1	O=c1c2cc(Cl)ccc2[nH]c(=S)n1Cc1cccnc1
-2	Cc1ccc2c(c1)c(=O)c1ccccc1n2CC(=O)Nc1ccc2c(c1)OCCO2
-38	CCCC1C(=O)CC(C#N)(C#N)C(C#N)(C#N)C1c1ccccc1 (configuration not stated)
-6	Cc1ccnc(N2CCC(C(=O)Nc3nnc(C)s3)CC2)n1
4	CCN1C(=Nc2cccnc2)SCC1(O)c1ccccc1 (configuration not stated)
6	O=C(Nc1c2c(nn1-c1ccc([N+](=O)[O-])cc1)CS(=O)(=O)C2)c1ccccc1Br
1	COc1ccc(-c2cc(C(F)(F)F)nc(SCCC(=O)N3CCOCC3)n2)cc1
-4	COc1ccc(OCc2ccc(-c3nc4ccccc4c(=O)n3N)o2)cc1
7	COc1ccc(Cc2c(O)nc(SC)n(C(C)=O)c2=O)cc1
4	O=C(CCn1c(=S)oc2ccccc21)NC1CC1
-5	CCN1CCN(CCCNC(=O)c2cc(-c3ccc(C)c(C)c3)nc3ccccc23)CC1
-5	CCc1ccc(C(=O)Cc2cc3cccc(OC)c3oc2=O)cc1
-2	CC(=O)Nc1nc(-c2cc3ccccc3oc2=O)cs1
-2	Cc1ccc(N(CCCCN2C(=O)c3ccccc3C2=O)C(=O)c2cccc(C)c2)cc1
-9	CC(C)(C)c1ccc(OCCn2ccccc2=O)cc1
1	CCOC(=O)c1cc(C)n(CCCN2CCOCC2)c1C
2	CCCC(=O)Nc1nc2ccc(NC(=O)c3ccc(Br)o3)cc2s1
-6	O=C(c1ccccc1)c1cccn1CC(=O)N1CCN(C2CCCCC2)CC1
-149	O=C(c1cc(-c2ccc(Cl)s2)nc2ccccc12)N1CCN(CC=Cc2ccccc2)CC1
-12	O=C(CN1CCN(S(=O)(=O)c2ccc(Br)cc2)CC1)c1ccc2c(c1)OCO2
-79	CC1CCN(S(=O)(=O)c2ccc(C(=O)Nc3sc4c(c3-c3nc5ccccc5s3)CCN(C(C)C)C4)cc2)CC1
-1	CC(=O)OC1CC(C)(C)N(OC(=O)CCCN2C(=O)c3ccccc3C2=O)C(C)(C)C1
-1	Cn1ncc2c(N3CCOCC3)ncnc21
-5	CCc1nc(SCC(=O)N2CCN(c3ccccc3)CC2)c2c(=O)n(C)c(=O)n(C)c2n1
-5	CC(=O)c1c(C)[nH]c(C(=O)N2CCCCC2C)c1C (configuration not stated)
-1	Cc1ccc(NC(=O)COc2ccc(Cl)cc2)c(C)c1
2	O=C(CCS(=O)(=O)c1cccc2nsnc12)Nc1ccc2c(c1)OCCO2
-3	O=C(C1=C(O)C(=O)N(CCOCCO)C1c1cccs1)c1cccs1 (configuration not stated)
-5	CCOc1ccc(S(=O)(=O)Nc2ccccc2C)cc1-c1nc2c(C(C)(C)C)nn(C)c2c(=O)[nH]1
-11	COc1cccc(-n2c(=O)c3sccc3n(CC(=O)C(C)(C)C)c2=O)c1
-10	CCCCN1CC(O)=C(c2nc3ccccc3[nH]2)C1=N
2	O=C(CN1CCCCCC1)NCCc1ccc(F)cc1
-5	COc1ccccc1NC(=O)Cn1nnc(C(=O)Nc2ccccc2)c1N
6	CSc1ccc(-c2nc3ccc(C)cn3c2Nc2ccc3c(c2)OCCO3)cc1
4	COc1cc(S(=O)(=O)n2c(C)nc3ccccc32)ccc1F
0	Cc1ccc(C(=O)Nc2ccccc2)cc1S(=O)(=O)Nc1ccccc1
-17	O=C(CCc1nc(-c2cccs2)no1)Nc1ccccn1
-83	O=C(CNS(=O)(=O)c1cccs1)Nc1cccc(C(F)(F)F)c1
4	O=C(NCc1ccccc1)NC1CC2CCC(C1)N2Cc1ccco1 (configuration not stated)
-3	CCC(C(=O)OCC(=O)Nc1c(C)n(C)n(-c2ccccc2)c1=O)c1ccccc1 (configuration not stated)
-8	Cc1cc(C)c2nc3c(c(N)c2c1)CCCC3
0	COC(=O)c1cc(COc2ccc3c4c(c(=O)oc3c2)CCCC4)c(C)o1
-3&-11	O=C(NC1CCCC1)C1CCN(S(=O)(=O)N2CCCCC2)CC1
2	CCN(CC)CCCN1C(=O)C(O)=C(C(C)=O)C1c1ccccc1 (configuration not stated)
-9	COc1ccc(-c2noc(CSc3nc(N)c(-c4ccccc4)c(=O)[nH]3)n2)cc1
5	Nc1ccc(-c2nc3c(Cl)c(N)ccc3[nH]2)cc1
3&0	COc1cccc(NC(=O)Cc2cn(C)c3ccccc23)c1
-3	O=[N+]([O-])c1cc(-c2nnc(N3CCCCC3)c3ccccc23)ccc1N1CCOCC1
-1	CC(C)C(NS(=O)(=O)c1cccs1)C(=O)N1CCN(c2cccc(Cl)c2)CC1 (configuration not stated)

# Further entries
14-3-3g Raf	Molecule
-11	CCN1CCc2c(C#N)c(N3CCOCC3)nc(NCc3ccccc3)c2C1
-3	CC(=O)c1cc2c(cc1NC(=O)CCC(=O)O)OCO2
-2	Cc1cccc(N2CN(Cc3ccccc3)CNC2=S)c1
-7	CC(C)N1C(=O)C(NC(=O)C(F)(F)F)(C(F)(F)F)c2ccccc21 (configuration not stated)
-5	CCCCOc1ccc(C(=O)Nc2c3c(nn2-c2ccc(C)cc2C)CSC3)cc1
4	Cc1ccccc1NC(=O)CSc1nc(-c2ccccc2)cn1-c1ccccc1F
-11	COc1ccccc1N1CCN(C(=O)c2cccn3c(=O)c4ccc(Cl)cc4nc23)CC1
-8	CC(O)(Cc1oc2ccc([N+](=O)[O-])cc2c1N1CCOCC1)C1CC2C=CC1C2 (configuration not stated)
-3	O=C1CC(C(=O)Nc2ccccc2Cl)N=C(Nc2nc3ccccc3s2)N1 (configuration not stated)
-2	O=C(O)c1ccc(-n2nnnc2SCC(=O)N2CCOCC2)cc1

# Filtered by structure: the compounds so far with a CF3 group
14-3-3g Raf	Molecule
5	COc1ccccc1NC1=C(Cl)C(=O)N(c2cccc(C(F)(F)F)c2)C1=O
1	COc1ccc(-c2cc(C(F)(F)F)nc(SCCC(=O)N3CCOCC3)n2)cc1
-83	O=C(CNS(=O)(=O)c1cccs1)Nc1cccc(C(F)(F)F)c1
-7	CC(C)N1C(=O)C(NC(=O)C(F)(F)F)(C(F)(F)F)c2ccccc21 (configuration not stated)

# (continued)
14-3-3g Raf	Molecule
13	CCN(C(=O)c1cc2cc3cc(OC)ccc3nc2o1)c1ccc(OC)cc1
-7	CC(Cl)=CCn1c(SCc2cccc(Br)c2)nc2c1c(=O)[nH]c(=O)n2C
-15	O=C(Nc1ccc(Br)cc1)c1ccc(F)c(S(=O)(=O)NC2CCCCCC2)c1
-54	O=C(NCc1ccc(F)cc1)c1ccc2c(=O)n(Cc3ccco3)c(=S)[nH]c2c1
-2	CC(C)c1ccc(-c2csc(NC(=O)c3ccc(F)cc3)n2)cc1
-10	Cc1c(Cc2ccc(Cl)cc2)c(NCCN2CCOCC2)n2c(nc3ccccc32)c1C#N
-14&3	Cc1ccccc1NC1=NC(C)(C)N=C(N)N1
-4	CC1(C)CC(=O)C(C=Nc2ccc(O)cc2)=C(O)C1
7	CCOc1cc2c(cc1OCC)C1C(C(=O)Nc3cc(OC)ccc3OC)c3ccccc3C(=O)N1CC2 (configuration not stated)
-19	O=C(NC1CCCCCC1)c1c(F)c(F)c(F)c(F)c1F

# Some of these compounds in order of their number in 14-3-3g Raf, ascending:
14-3-3g Raf	Molecule
-54	O=C(NCc1ccc(F)cc1)c1ccc2c(=O)n(Cc3ccco3)c(=S)[nH]c2c1
-15	O=C(Nc1ccc(Br)cc1)c1ccc(F)c(S(=O)(=O)NC2CCCCCC2)c1
-10	Cc1c(Cc2ccc(Cl)cc2)c(NCCN2CCOCC2)n2c(nc3ccccc32)c1C#N
-7	CC(Cl)=CCn1c(SCc2cccc(Br)c2)nc2c1c(=O)[nH]c(=O)n2C
-4	CC1(C)CC(=O)C(C=Nc2ccc(O)cc2)=C(O)C1
-2	CC(C)c1ccc(-c2csc(NC(=O)c3ccc(F)cc3)n2)cc1
7	CCOc1cc2c(cc1OCC)C1C(C(=O)Nc3cc(OC)ccc3OC)c3ccccc3C(=O)N1CC2 (configuration not stated)

# (next part)
14-3-3g Raf	Molecule
2	COc1cccc(N(C(=O)c2ccco2)C(C(=O)NC2CCCC2)c2cccnc2)c1 (configuration not stated)
-4	C=CC(C)Sc1nc2c(c(=O)n(C)c(=O)n2C)n1Cc1ccccc1Cl (configuration not stated)
-12	CCN1CCN(c2nc3ccccc3nc2NS(=O)(=O)c2ccccc2)CC1
-2	COC(=O)c1ccc(COc2cccc(OC)c2)o1
-4	CCCCOC(=O)C1=C(C)NC2=C(C(=O)CC(C)(C)C2)C1c1cc(Br)c(O)c(OC)c1 (configuration not stated)
4	Cc1ccc(N2C(=O)c3n[nH]c(C)c3C2c2ccccn2)cc1 (configuration not stated)
-9	COc1cc(C(=O)Nc2ccc(I)cc2C)cc(OC)c1OC
